Compound activity as filed in PubChem BioAssay.
NALP1 yeast inh: NALP1 inflammasome inhibitors in reconstituted yeast, colorimetric, S. cerevisiae, triplicate retest; 280,000 compounds, 0.61% hits; inhibition, % at 10 µM; S. cerevisiae NALP1/ASC/caspase-1 growth, X-gal OD620, 72 h; in the data active means inhibition mostly above about 24%, no sharp cut-off; inactive means mostly below about 32%; further: some compounds called inactive have numbers as strong as hits
IDE cell inh: human IDE inhibitors in live cells, primary screen, fluorescence polarization, HEK cells, FAbetaB substrate; Insulin-degrading enzyme (Homo sapiens), P14735; FAbetaB cleavage; inhibition, % at 5.59 µM; 320,000 compounds, 0.41% hits; AID 434962, 2010;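 active means percent inhibition above the average of all tested compounds plus 3 SD, set per screening campaign, cut at about 16% in these data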;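 further: IDE supplied by intact live HEK cells; FP after avidin binding of uncleaved biotin substrate so inhibition keeps polarization high; 0% = DMSO wells and 100% = 60 µM reference IDE inhibitor Ii1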
VIM-2 inh: VIM-2 metallo-beta-lactamase inhibitors, primary screen, biochemical, epi-absorbance readout, Pseudomonas aeruginosa enzyme. purified VIM-2, nitrocefin hydrolysis, epi-absorbance fluorescence. inhibition, % at 5.6 µM. 290,000 compounds, 0.89% hits. AID 1527, 2009;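 active means inhibition above the mean of all tested compounds plus 3 SD, cutoff set per screening run, cut at about 7.5% in these data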;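 further: red hydrolysis product quenches plate fluorescence so inhibitors raise well fluorescence; 0% = enzyme with DMSO and 100% = DMSO without enzyme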
PHOSPHO1 inh: PubChem AID 1565; inhibition, % at 13.3 µM; Phosphoethanolamine/phosphocholine phosphatase (Homo sapiens), Q8TCT1; recombinant PHOSPHO1, absorbance phosphatase assay; 290,000 compounds, 1.1% hits; in the data active means inhibition above about 60%
Target sequence (Q8TCT1 whole entry, looked up): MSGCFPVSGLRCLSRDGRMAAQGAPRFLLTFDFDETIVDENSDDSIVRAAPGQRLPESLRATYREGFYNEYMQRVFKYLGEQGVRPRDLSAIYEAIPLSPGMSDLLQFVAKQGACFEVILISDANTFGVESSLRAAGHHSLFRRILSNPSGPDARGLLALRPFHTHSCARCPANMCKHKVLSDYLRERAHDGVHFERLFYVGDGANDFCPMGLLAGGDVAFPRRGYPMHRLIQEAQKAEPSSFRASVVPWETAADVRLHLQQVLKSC
IMP-1 inhibitor: IMP-1 metallo-beta-lactamase inhibitors, primary screen, biochemical, epi-absorbance readout, Pseudomonas aeruginosa enzyme; purified IMP-1, nitrocefin hydrolysis, epi-absorbance fluorescence; inhibition, % at 5.6 µM; 290,000 compounds, 0.45% hits;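 active means inhibition above the mean plus 3 SD of all compounds in the same screening run, cut at about 4.5% in these data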;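 further: 0% = IMP-1 with DMSO and 100% = DMSO wells lacking enzyme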
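system = purified recombinant IMP-1 beta-lactamase | amount = 0.2 nM IMP-1, as dispensed | medium = HEPES buffer pH 7.1 with ZnSO4 and Brij 35 | times = 25 °C, 15 min preincubation, 25 min reaction | detection = plate fluorescence quenching by hydrolysis product, ex 480/em 530 nm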
GPR7 antag: GPR7 receptor antagonists, primary screen, cell-based, fluorescence, single concentration | Neuropeptides B/W receptor type 1 (Homo sapiens), P48145 | 290,000 compounds, 1.1% hits | GPR7-expressing cells, fluorescence antagonist assay | AID 1861, 2009 | inhibition, % at 4.4 µM; in the data active means inhibition above about 16%, passing the limit was not always enough;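 further: cells stimulated with the agonist NPW; 0% = agonist with vehicle and 100% = vehicle without agonist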
Target sequence (P48145 whole entry, looked up): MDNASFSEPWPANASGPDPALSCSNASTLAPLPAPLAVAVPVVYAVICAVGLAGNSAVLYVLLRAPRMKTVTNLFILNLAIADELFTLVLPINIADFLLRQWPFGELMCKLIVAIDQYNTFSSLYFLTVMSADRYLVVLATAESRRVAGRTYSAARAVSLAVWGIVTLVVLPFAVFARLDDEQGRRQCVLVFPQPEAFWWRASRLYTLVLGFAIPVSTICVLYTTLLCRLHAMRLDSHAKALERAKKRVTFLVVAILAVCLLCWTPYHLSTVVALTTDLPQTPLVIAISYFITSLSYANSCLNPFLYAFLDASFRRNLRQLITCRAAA
PfM18AAP inh: PfM18AAP inhibitors, malaria aminopeptidase, primary screen, biochemical, QFRET, recombinant enzyme | M18 aspartyl aminopeptidase (Plasmodium falciparum 3D7) | H-Glu-NHMec fluorogenic cleavage | inhibition, % at 7.35 µM | 290,000 compounds, 1.2% hits;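 active means inhibition above the campaign mean inhibition over all tested compounds plus 3 SD, cut at about 28% in these data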;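 further: 0% = plate median of test compound wells and 100% = 2 mM ZnCl2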
p-CIP stab down: p/CIP-EGFP fusion destabilizers, primary screen, fluorescence, F442A cells. Q05BA5. 16 h. decrease of EGFP signal, % at 10 µM. 290,000 compounds, 0.01% hits. AID 1984, 2009;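 active means EGFP signal decrease of at least 30% at 10 µM or well 3 SD below plate mean, unless failing retest; inactive means the rest, including hits failing retest or dose response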; further: some compounds called inactive have numbers as strong as hits; many of its hits are not listed in these tables
IDE act: human IDE activators in live cells, primary screen, fluorescence polarization, HEK cells, FAbeta-B substrate | Insulin-degrading enzyme (Homo sapiens), P14735 | FAbeta-B cleavage; 0% vehicle, 100% cell-free pure enzyme wells | activation, % at 5.96 µM | 340,000 compounds, 0.073% hits | AID 493087, 2011;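 active means activation above the mean of all tested compounds plus 3 SD, set per screening campaign, cut at about 17% in these data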
* hit, by the source's call; . = not tested or not shown; & = joins results of further samples.

NALP1 yeast inh	IDE cell inh	VIM-2 inh	PHOSPHO1 inh	IMP-1 inhibitor	GPR7 antag	PfM18AAP inh	p-CIP stab down	IDE act	Structure
-24	6	-2.8	-9	-3.0	-8	-5	-5	0	O=C(Nc1ccc(S(=O)(=O)NCc2cccnc2)cc1)c1ccccc1Cl
-23	-1	-0.2	32	-2.1	-8	-8	-15	-2	O=C(Nc1ccc(-n2cnnn2)cc1)C(c1ccccc1)c1ccccc1
4	3	-2.8	15	-2.8	-4	0	-8	-1	CCn1ccc(C(=O)N2CCOCC2)n1
1	0	0.1	19	-2.5	-13	0	-16	3	Cc1cc(C)cc(NC(=O)CSc2nc3[nH]c(=O)cc(O)c3s2)c1
10	2	-4.5	-9	-4.1	-8	3	-20	6	CC1CN(S(=O)(=O)N(C)C)CCN1S(=O)(=O)N(C)C (configuration not stated)
11	-1	-0.3	34	-3.5	-5	4	-6	5	COc1ccc(Cl)cc1NC(=O)CN1CCN(Cc2ccccc2)CC1
24	16	-1.7	41	-2.5	-11	-6	-7	1	CCNC(=O)NNC(=O)C1CC(c2cccs2)=NO1 (configuration not stated)
.	2	-2.7	27	-4.5	-13	-3	-3	-9	COc1cc(C(=O)Nn2c(O)c(C3=c4ccccc4=NC3=O)sc2=S)ccc1O
36	1	0.1	15	1.5	17	-11	-7	-2	Cc1cc(C)cc(NC(=O)CN2CCN(c3ccccc3)CC2)c1
0	-8	-2.1	-4	-2.8	-6	-1	-11	0	CCCCNC(=O)CSc1nccn1Cc1ccccc1

Copied from the list.
Entry for `Cc1cc(C)cc(NC(=O)CN2CCN(c3ccccc3)CC2)c1` in p-CIP stab down: -7
Entry for `CCNC(=O)NNC(=O)C1CC(c2cccs2)=NO1` (configuration not stated) in p-CIP stab down: -7

Continuation.
NALP1 yeast inh	IDE cell inh	VIM-2 inh	PHOSPHO1 inh	IMP-1 inhibitor	GPR7 antag	PfM18AAP inh	p-CIP stab down	IDE act	Structure
17	3	1.5	38	-2.2	-2	1	2	0	COc1ccccc1CN1CCC(CNS(=O)(=O)c2cc(-c3cc(C)no3)ccc2OC)CC1
-2	6	-1.1	5	-0.7	-5	-1	-4	5	CN(C)CCNC(=O)c1cccc(S(=O)(=O)Nc2ccc(F)cc2)c1
.	-2	-1.4	-79	-5.0	-14	8	-5	4	CC(C)(C)c1cc(-c2n[nH]c(=S)n2-c2ccccc2F)n[nH]1
-21	5	-0.9	-1	4.8*	3	15	-2	3	Cc1ccc(N/C(CSC(N)=O)=N/S(=O)(=O)c2ccccc2)cc1
28	-3	-1.5	3	-0.1	-4	-3	-13	0	CC(C)(C)c1csc(NC(=O)CSc2nc3ccccc3c(=O)[nH]2)n1
-7	-1	-2.5	6	-5.7	-12	1	-7	0	Cc1nn(C(C)C(=O)NC2CCCCC2)c(=O)c2nn(-c3ccccc3)c(C)c12 (configuration not stated)
4	2	-2.2	24	-5.1	-7	4	-12	-1	COCON1C(=O)CN(C(C)=O)C1c1ccc(Cl)cc1Cl (configuration not stated)
1	0	-1.3	24	0.0	-16	-3	11	6	CCc1nn2c(NCCCO)cc(C)nc2c1-c1ccc(F)cc1
-6	-2	1.5	4	-1.8	2	-1	-13	4	Cc1nn2c(-c3ccccc3)c(-c3ccccc3)nc2[nH]c1=O
18	3	10*	-8	-0.6	1	-5	-1	2	CN(C)CCSc1nnc2[nH]c3ccccc3c2n1
5	.	3.1	28	-0.4	-7	21	-11	.	O=c1c(-c2ccccc2)c1-c1ccccc1
17	1	0.0	36	-5.6	-1	9	4	4	CCc1cc(C(=O)N2CCN(c3ccccc3OC)CC2)sc1C
9	-1	-2.5	0	-4.5	-4	0	7	-3	CCn1c(=O)cc(N2CCN(Cc3ccccc3)CC2)[nH]c1=O
-6	-2	0.9	12	-0.5	2	-16	-12	2	COC(=O)c1ccccc1NC(=O)c1nc(S(=O)(=O)Cc2ccccc2)ncc1Cl
-13	3	0.0	15	1.6	-6	-1	-1	0	COc1cccc(NC(=O)Cn2cc3c(n2)CCCCC3)c1
3	9	-3.0	17	-0.3	-8	3	-2	-5	COc1ccccc1N1CCN(c2ncnc3sc(C(=O)NCC4CCCO4)c(C)c23)CC1 (configuration not stated)
11	-3	0.5	32	4.5*	26*	-1	6	11	O=C(NC12CC3CC(CC(C3)C1)C2)OCCNC1CCCCC1
-7	3	-2.7	29	-2.1	-9	1	-16	8	Cc1cc(C)n(C(=O)CNC(=O)/C=C/c2ccccc2)n1
.	-1	0.1	25	-1.9	32*	1	-2	6	COc1ccc(CNCCC(c2ccc(F)cc2)c2ccc(OC(C)C)cc2)cc1OC (configuration not stated)
13	4	-0.9	-47	-0.8	-15	-5	0	1	CC(C)Cn1cnc2c1c(=O)n(CC(=O)Nc1ccc3c(c1)OCO3)c(=O)n2Cc1ccccc1
.	-1	-2.6	.	-2.4	1	1	.	2	Cc1cccc(CCNS(=O)(=O)c2ccc(S(=O)(=O)N3CCC(C)CC3)cc2)c1
-3	0	-0.5	55	-2.8	4	0	-3	2	Cc1cc2c3c(c1)C1(C(=O)N3C(C)(C)CC2C)C(C#N)=C(N)Oc2n[nH]c(C)c21 (configuration not stated)
19	-3	-2.6	-6	-3.5	-10	5	-8	5	CCNC(=S)N=Nc1c(O)n(Cc2ccc(Cl)cc2)c2ccccc12
-2	11	-3.3	17	-2.6	1	-7	-4	-2	COc1ccc(OC(=O)c2c(C)nn(-c3ccccc3)c2C)cc1
9	4	0.4	-36	-0.5	4	-1	1	-5	CS(=O)(=O)N1CCN(C(=O)C(Sc2ccccc2)c2ccccc2)CC1 (configuration not stated)
8	4	-3.0	25	-3.3	-8	3	-1	.	COc1ccc(CNCC(=O)Nc2sccc2C#N)cc1
4	0	0.0	-30	-2.2	3	-19	-6	1	CC1CCC(=O)N(CCOc2ccccc2)CC1 (configuration not stated)
-21	-2	-1.4	16	-3.0	-10	-3	4	6	Cc1nc(-c2ccc(NS(=O)(=O)c3ccccc3)cc2)cs1
0	3	0.2	19	-1.1	-9	-1	-5	5	CC(=O)Nc1ccc(S(=O)(=O)NCCNS(=O)(=O)c2ccc(NC(C)=O)cc2)cc1
-5	4	-2.6	7	-2.7	11	-5	-4	-3	CC(c1ccco1)N(C(=O)COc1ccc(Cl)cc1Cl)c1ccccn1 (configuration not stated)
11	.	-1.9	-86	-3.1	13	29*	-7	.	N#Cc1cccc(N=c2ssnc2Cl)c1
8	-4	-1.9	1	-2.3	6	-6	-5	0	COc1cccc(CNCCO)c1OCc1ccccc1Cl
2	3	-2.4	19	-3.2	3	5	-5	-3	CCN(Cc1ccccc1)CC(O)COC(c1ccc(OC)cc1)c1ccc(OC)cc1 (configuration not stated)
10	5	-1.2	-4	-2.9	-13	-2	-6	6	COc1ccc(NC(=O)NS(=O)(=O)c2ccc(C)cc2)c(OC)c1
10	1	0.3	28	0.4	1	-9	19	6	N=C(SC1CC(=O)N(c2ccc(F)cc2)C1=O)N1N=C(c2ccccc2)CC1c1ccccc1 (configuration not stated)
26	1	-1.8	-11	0.5	-5	-3	-8	2	Cc1ccc(N2CCN(S(=O)(=O)N3CCCCC3)CC2)cc1Cl
22	2	-2.6	44	-2.4	-14	-3	-8	3	COCCN1CCN(Cc2nc(C3(c4ccc(C)cc4)CCCC3)no2)CC1
20&18	-4&6	0.8&-2.3	-11&-4	1.5&-2.3	-4&-8	7&7	-38&-10	1&5	Oc1c(C=C2N=c3ccccc3=N2)sc(=S)n1C1CCCCC1
8	.	-3.0	.	-3.3	-16	5	0	4	C#CCN(C(=O)c1ccc(OC2CCN(C(=O)CCOC)CC2)cc1)C1CCCCC1
-9	6	-1.2	-3	-1.8	4	6	4	5	Cn1c(CN2CCC(C(N)=O)CC2)c(C#N)c2ccccc21
12	.	-1.2	-56	-1.6	-1	7	2	6	COc1cc([N+](=O)[O-])ccc1NC(=O)CN1CCc2cc(OC)c(OC)cc2C1
.	3	-1.3	41	-2.4	-11	0	4	2	Cc1cccn2c(=O)c(/C=C(\C#N)C(N)=O)c(Oc3ccccc3)nc12
-5	.	-1.0	17	3.7	6	-6	-12	-3	O=C(Nc1ccc(Cl)c(Cl)c1)c1ccccc1NC(=O)C1CC=CCC1C(=O)O (configuration not stated)
18	7	-0.8	-9	-1.8	1	-9	-4	2	CN(C)c1ccc(C(=S)N2CCNCC2)cc1
21	-1	0.9	37	-2.8	-10	-4	-21	3	COc1ccccc1CNC(=O)c1cc(-c2ccncc2)nc2c(Cl)cccc12
3	1	-1.7	8	-1.8	1	-1	-12	1	CCCc1cc(C(=O)N/N=C/c2cccn2C)cs1
17	1	-1.5	43	-3.3	-2	4	-5	-1	Cc1cccc(OCC(O)CN2CCc3ccccc3C2)c1 (configuration not stated)
-7	-1	-1.3	15	0.5	-2	-6	-13	1	Cc1cc(C(C)(C)C)oc1C(=O)O
16	4	-0.4	4	-3.4	3	2	-3	-1	O=P(Cc1ccccc1O)(c1ccccc1)c1ccccc1
1	3	.	22	.	.	.	-17	6	Cc1ccc2c(c1)C(=O)CC1(CCC(C(C)(C)C)CC1)O2 (configuration not stated)

Other structures:
NALP1 yeast inh	IDE cell inh	VIM-2 inh	PHOSPHO1 inh	IMP-1 inhibitor	GPR7 antag	PfM18AAP inh	p-CIP stab down	IDE act	Structure
-2	6	-0.9	48	-1.2	-14	0	-7	2	COc1ccccc1/C=C1\SC(=O)N(CCC(=O)N2CCCCC2CCO)C1=O (configuration not stated)
14	0	-1.4	-9	-1.7	6	4	5	3	COc1cc(NS(=O)(=O)c2ccc(NC(=S)NC(=O)/C=C/c3ccc(OC)c(OC)c3)cc2)ncn1
5	1	-3.9	49	-3.8	-9	9	-1	3	O=C1CC(C(=O)O)S/C(=N\N=C\c2ccc(Br)cc2)N1 (configuration not stated)
11	1	0.4	35	-3.2	-12	2	-5	-2	CC(C)(C)c1cc(NC(=O)c2cccs2)no1
8	.	-3.2	-8	-1.6	-12	2	5	.	C=C(C)CSc1nc2sc3c(c2c(=O)n1-c1ccc(OC)cc1)CCN(C)C3
.	1	0.1	15	-2.8	-10	9	-4	2	CSCC[C@H](NC(=O)OC(C)(C)C)C(=O)N/N=C/c1c(C)[nH]c(=O)[nH]c1=O
15	4	-2.8	15	-4.7	-3	-7	7	-1	COc1ccc(Cl)cc1NC(=O)CN(C1CCCCC1)S(C)(=O)=O
3	-3	-3.7	-13	-1.5	-9	-5	-9	-2	O=C(COC(=O)c1cccs1)NCc1ccccc1
-22	-8	-2.3	10	-2.6	-12	-10	-13	1	Cc1ccc(NC(=O)CN(C)S(=O)(=O)c2cccs2)cc1C
-2	1	0.0	25	-1.5	-16	-24	-3	-3	Cc1ccc(/C=N/N2CCN(c3ccccn3)CC2)o1
